From PubChem
Dynein cargo inh – inhibitors of GR-EGFP nuclear translocation, primary screen, dynein cargo transport inhibitor project, imaging, high-content, 3617.4 mouse cells | 0.47% of 220,000 active | AID 1381, 2008 | test concentration mostly 20 µM; stimulated with dexamethasone, 1 µM; hits give low values | z-score, hits read low;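 active means plate z-score of nuclear minus cytoplasmic receptor signal below a set negative limit, without overly bright fluorescence or cell loss, cut at about -3.5 in these data, passing the limit was not always enough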;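 further: z-score of nuclear minus cytoplasmic ring GR-EGFP intensity difference per well; some compounds called inactive have numbers as strong as hits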
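Buffer or medium: tet-free, stripped-serum medium; reagent: dexamethasone at 1.0 µM final, 30 min; incubation: 48 h induction, 1 h compound, 30 min dex at 37 °C; measured by: formaldehyde fixation, Hoechst nuclear stain, 10x automated fluorescence imaging; read-out: nuclear-to-cytoplasmic GR-EGFP distribution per well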
Ins promoter up – insulin promoter activators in MIN6 cells, imaging, high-content screening, mouse beta cells | MIN6 insulin promoter-GFP reporter; hits give high values | z-score at 5 µM | 0.3% of 190,000 active | AID 1625, 2009;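 active means z-score above 3 at 5 µM with at least 500 cells counted in the well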
MT stabilize HCS – microtubule stabilizers in HeLa cells, primary screen, imaging, high-content imaging. HeLa tubulin immunostaining HCS, 24 h; share of cells brighter than vehicle mean+2SD. % tubulin-high responders, % at 10 µM. 0.83% of 200,000 active. AID 2205, 2009;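 active means plate Z-score above 3 for both tubulin-high and condensed-nucleus cell shares, with cell loss under 80%, at 10 µM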;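 further: anti alpha tubulin signal scored within the nucleus-defined area of each cell; some results filed as inactive read as strong as hits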
Yfh1-depleted yeast – enhancers of respiration in Yfh1-depleted yeast, dose response, Friedreich's ataxia, plus single-dose screen (AID 1465); fold induction at 50 µM, or EC50 in µM where a hit was titrated; S. cerevisiae Yfh1-off respiration, WST-1 reduction, 72 h; higher fold induction means a stronger effect; 0.074% of 220,000 active;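 active means fold induction of absorbance versus untreated yeast above a set limit, then at least 30% activation at any dose in follow-up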;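 further: activators that raise dye reduction in frataxin-depleted yeast; strong numbers were not always called active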
Lipid droplet – inhibitors of hepatocyte lipid droplet formation, primary screen, imaging, high-throughput imaging, BODIPY stain. inhibition, % at 6.5 µM. 0.4% of 240,000 active. AML12 mouse hepatocytes, oleate lipid droplets;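 active means lipid droplet intensity inhibited by at least 50%, with more than 500 cells counted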
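Material – mouse AML12 hepatocyte cell line, fixed after treatment · Compound dosing – one dose, 6.5 µM compound · Times – compound with oleate, overnight · Measured by – Image-based BODIPY and DAPI two-channel analysis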
WT yeast gro inh – growth inhibition of WT strain, primary screen, mitochondrial fusion inhibitor project, WT and mutant strains, chemical genetic; mitochondrial fusion phenotypic screen; inhibition, % at 10 µM; 2.1% of 190,000 active; in the data active means inhibition above about 58%; tested in S. cerevisiae
Autophagy HCS – autophagy modulators in MEF cells, primary screen, imaging, high-content, MEF GFP-LC3; AID 463193, 2010; calls only at 10 µM (by protocol); MEF GFP-LC3 puncta imaging; test concentration mostly 10 µM; 0.98% of 190,000 active;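 active means percentage of spot-positive cells more than 3 SD above its plate mean, without a fluorescence outlier flag or 80% toxicity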;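 further: spot-positive cell cutoff set from DMSO-treated cells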
HEK293 NOD2/NF-kB – NOD2 signaling inhibitors, cell-based, luminescence, uHTS, HEK293 (AID 1566). one-dose inhibition, % at 4 µM; EC50 in µM for titrated hits. 0.63% of 290,000 active. HEK293 NOD2/NF-kB luciferase reporter, luminescence; higher % means a stronger effect; in the data active means inhibition above about 50%; further: many of its hits are not listed in these tables
bCat nuc transl – modulators of beta-catenin nuclear translocation, primary screen, imaging, HeLa cells, immunofluorescence, high-content. AID 1665, 2009. nuclear translocation activity, % at 5 µM. 0.3% of 190,000 active;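 active means nuclear translocation activity above 50% at 5 µM, with a well cell count of 50 or more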;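 further: per-cell ratio of nuclear to cytoplasmic median beta-catenin stain intensity; plate controls were DMSO negative control for no effect and GSK-3 inhibitor IX positive control for full effect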
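System: HeLa cells, endogenous beta-catenin; compound dosing: 5 µM primary single dose, 0.1% DMSO, 0.02–20 µM confirmation series; incubation: 24 h compound exposure at 37°C, 5% CO2; signal: beta-catenin immunofluorescence imaging with DAPI; evaluation: % activation, nuclear-to-cytoplasmic median beta-catenin signal ratio per cell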
WT yeast gro inh mutant strain – further read-out of WT yeast gro inh, marked with its call; inhibition, %; mitochondrial fusion phenotypic screen, mutant strain inhibition
Dynein cargo inh cytoplasmic EGFP – recorded beside Dynein cargo inh, whose call it bears; z-score; measured here: cytoplasmic GR-EGFP intensity; hits give high values
Dynein cargo inh nuclear GR-EGFP – recorded beside Dynein cargo inh, whose call it bears; z-score; measured here: nuclear GR-EGFP intensity;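 lower value marks the stronger effect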
Dynein cargo inh cell count – also measured in Dynein cargo inh; calls as there; z-score; measured here: cell count per field
Ins promoter up cell count – also measured in Ins promoter up; calls as there; cell count; measured here: cytotoxicity, nuclei count;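 total cells summed across four imaged fields per well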
Lipid droplet cells 6.5 µM – also measured in Lipid droplet; calls as there; cell count; measured here: cell count, cytotoxicity flag;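 cells counted across two imaged fields per well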
bCat nuc transl cell count 5 µM – recorded beside bCat nuc transl, whose call it bears; cell count; measured here: cell count, cytotoxicity flag
MT stabilize HCS Hoechst-high % – also measured in MT stabilize HCS; calls as there; % Hoechst-high responders; measured here: nuclear condensation Hoechst responders;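 share of cells brighter than vehicle mean plus two SD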
MT stabilize HCS cytotoxicity % – further read-out of MT stabilize HCS, marked with its call; toxicity, %; measured here: cytotoxicity by cell density;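 0% = mean cell density of plate MIN control wells and 100% = no cells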
Autophagy HCS cell loss 18 h – also measured in Autophagy HCS; calls as there; toxicity, %; measured here: cell loss, nuclei count;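 cell loss after 18 h compound exposure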
* marks the source's active call; other numbers are inactive results; i = inactive; . = no result given; + = active, no number.

No.	Structure	Dynein cargo inh	Dynein cargo inh cytoplasmic EGFP	Dynein cargo inh nuclear GR-EGFP	Dynein cargo inh cell count	Ins promoter up	Ins promoter up cell count	MT stabilize HCS	MT stabilize HCS Hoechst-high %	MT stabilize HCS cytotoxicity %	Yfh1-depleted yeast
1	CC(C)(C)NC(=O)NC(=O)COC(=O)CCC1CCCCC1	-0.88	-0.29	-0.54	1.4	0.02	922	2.4	2.3	8.8	i
2	Cc1ccc(C)c(N(CC(=O)NCCC2=CCCCC2)S(C)(=O)=O)c1	0.54	-0.21	0.51	-0.24	0.27	921	1.9	2.4	6.5	i
3	Cc1ccccc1NC(=S)NCCC(c1ccccc1)c1ccccc1	0.95	-0.22	1.1	-0.9	-0.35	1432	2.8	1.5	6.5	i
4	Cn1c(=O)c2c(ncn2CC(=O)N2CCN(c3ccccc3F)CC2)n(C)c1=O	2.2	-0.24	1.6	-1.2	-0.19	1605	6.6	1.4	13	i
5	COC(CNC(=O)c1cccc(-n2c(=S)[nH]c3cc(Cl)ccc3c2=O)c1)OC	-0.25	-0.35	-0.11	0.42	0.2	1261	3.9	3.1	4.4	i
6	Cc1ccc(/C=N/N2CCN(c3ccccn3)CC2)o1	-0.56	-0.26	-0.28	0.29	-0.17	1072	.	.	.	i
7	CC(C)C(C(=O)NC1CCCCC1)N(CC1CCCO1)C(=O)CNS(=O)(=O)c1ccc(F)cc1 (stereo not drawn)	0.15	-0.041	0.4	0.32	0.04	1352	5.4	1.6	4.4	i
8	COc1cc(NC(=S)NC2CC2)c(OC)cc1Cl	-0.89	-0.28	-0.56	0.57	0.29	1433	1.3	3.8	4.6	i

No.	Lipid droplet	Lipid droplet cells 6.5 µM	WT yeast gro inh	WT yeast gro inh mutant strain	Autophagy HCS	Autophagy HCS cell loss 18 h	HEK293 NOD2/NF-kB	bCat nuc transl	bCat nuc transl cell count 5 µM
1	1	809	28	13	i	0	6%	-0.3	1121
2	-2	695	-4	1	i	-15	10%	.	.
3	.	.	79*	65*	i	-20	12%	1.3	1338
4	.	.	-8	-3	i	53	11%	-0.4	807
5	-4	687	-14	-3	i	2	-1%	-3.7	1043
6	27	734	.	.	.	.	-31%	-0.6	1270
7	.	.	-14	-6	i	5	9%	-4.4	1020
8	-1	592	7	5	i	-6	2%	-1.6	519

New compounds follow
No.	Structure	Dynein cargo inh	Dynein cargo inh cytoplasmic EGFP	Dynein cargo inh nuclear GR-EGFP	Dynein cargo inh cell count	Ins promoter up	Ins promoter up cell count	MT stabilize HCS	MT stabilize HCS Hoechst-high %	MT stabilize HCS cytotoxicity %	Yfh1-depleted yeast
9	O=C1N(Cc2ccc3c(c2)OCO3)c2ccccc2C1(O)c1c[nH]c2ccccc12 (stereo not drawn)	-0.6	0.065	-0.19	0.72	-0.58	1267	1.6	1.7	12	.
10	CCOC(=O)C1CCN(C(c2ccccn2)c2c(C)[nH]c3ccccc23)CC1 (stereo not drawn)	-0.95	-0.22	-0.45	1.3	.	.	1.1	1.6	8.2	i
11	COc1ccc(/C=C/C(=O)c2ccccc2)c(OC)c1	-0.057	-0.33	-0.36	0.29	-0.26	1298	5.2	1.4	11	i
12	Cc1cc(C)c(C)c(OCCOCCNCc2ccccc2)c1	0.41	-0.3	-0.075	-0.28	-0.33	1443	2.9	3.9	7.1	i
13	CCN1CCCC1Cn1cnc2c([nH]c3cc(OC)ccc32)c1=O (stereo not drawn)	-0.85	-0.22	-0.3	0.62	0.05	1016	1.5	1.5	9.5	i
14	CCOC(=O)COc1ccc2c(C#N)c3ccccn3c2c1	0.47	-0.15	0.35	-0.24	0.52	1404	1.5	1.7	7.1	i
15	O=C1Nc2ccccc2C12OC1CCCCC1O2 (stereo not drawn)	-1.1	-0.1	-0.26	0.56	0.21	1045	1.9	2.8	7.2	i
16	CC(C)Oc1ccc(C(=O)NC2(C(F)(F)F)NC(=O)N(CCCc3ccccc3)C2=O)cc1 (stereo not drawn)	-0.029	-0.31	-0.36	0.45	0	1234	4.9	1.9	9.7	i

No.	Lipid droplet	Lipid droplet cells 6.5 µM	WT yeast gro inh	WT yeast gro inh mutant strain	Autophagy HCS	Autophagy HCS cell loss 18 h	HEK293 NOD2/NF-kB	bCat nuc transl	bCat nuc transl cell count 5 µM
9	.	.	6	-18	i	7	12%	0.0	1364
10	4	702	-16	7	i	0	36%	1.7	1087
11	-3	714	22	26	i	7	-85%	-1.5	1110
12	-42	720	26	6	i	-44	12%	-3.5	571
13	-16	771	-3	8	i	-9	17%	-0.4	1199
14	15	715	5	8	i	0	14%	-0.5	1498
15	-2	800	2	-4	i	0	6%	-3.4	1146
16	14	673	65*	3.1*	i	-16	-3%	0.2	541

Part of the list above, reduced to Ins promoter up cell count, MT stabilize HCS and Yfh1-depleted yeast:
no.	Structure	Ins promoter up cell count	MT stabilize HCS	Yfh1-depleted yeast
1	CC(C)(C)NC(=O)NC(=O)COC(=O)CCC1CCCCC1	922	2.4	i
11	COc1ccc(/C=C/C(=O)c2ccccc2)c(OC)c1	1298	5.2	i

(further entries)
No.	Structure	Dynein cargo inh	Dynein cargo inh cytoplasmic EGFP	Dynein cargo inh nuclear GR-EGFP	Dynein cargo inh cell count	Ins promoter up	Ins promoter up cell count	MT stabilize HCS	MT stabilize HCS Hoechst-high %	MT stabilize HCS cytotoxicity %	Yfh1-depleted yeast
17	CCN(CC)CCNCc1ccc(OCc2ccc(Cl)nc2)c(OC)c1	-0.5	-0.31	-0.19	0.42	0.57	1226	3.3	2.4	3.7	i
18	NC(=S)NNc1cccc(Cl)c1	-1.3	0.019	-0.77	0.52	.	.	1.5	1.7	9.2	i
19	Cc1ccc(OCc2ccc(C(=O)N3CCOCC3)cc2)cc1C	-0.85	-0.24	-0.6	-0.18	.	.	3.0	2.3	4.4	i
20	CCOc1ccc2[nH]c3c(=O)n(CCc4ccc(OC)cc4)cnc3c2c1	-0.025	-0.79	-0.34	-0.066	-0.33	1015	.	.	.	i
21	Cc1ccc(C2C(C=Nc3c(C)n(C)n(-c4ccccc4)c3=O)=C(c3ccccc3)Oc3ccccc32)cc1 (stereo not drawn)	0.41	-0.24	-0.58	-0.26	.	.	2.5	1.0	8.7	i
22	Cc1cccc2cc(C(c3nnnn3CC3CCCO3)N3CCCC4(CCCCC4)C3)c(=O)[nH]c12 (stereo not drawn)	0.047	-0.21	0.19	0.14	-0.59	1345	2.4	2.0	2.8	i
23	N#CCCn1cc(C(=O)Nc2ccc(C(=O)O)cc2)c(-c2cccs2)n1	-0.62	-0.26	-0.18	0.81	-0.32	1461	1.3	1.7	3.2	i
24	CCOC(=O)CSc1nc2cc3c(cc2cc1C)OCO3	-0.61	-0.26	-0.21	0.81	-0.12	1705	1.8	4.0	6.6	i

No.	Lipid droplet	Lipid droplet cells 6.5 µM	WT yeast gro inh	WT yeast gro inh mutant strain	Autophagy HCS	Autophagy HCS cell loss 18 h	HEK293 NOD2/NF-kB	bCat nuc transl	bCat nuc transl cell count 5 µM
17	-14	699	-4	-11	i	1	5%	.	.
18	16	793	-17	7	i	-4	4%	-17	1244
19	11	721	9	-43	i	-1	-78%	.	.
20	5	694	.	.	.	.	22%	-0.8	1344
21	.	.	40	2	i	8	4%	.	.
22	.	.	-15	-5	+	-5.2*	7%	0.7	1165
23	.	.	8	7	i	-20	-6%	0.7	1510
24	-5	642	-4	-9	i	-2	0%	0.4	1544

More results follow:
No.	Structure	Dynein cargo inh	Dynein cargo inh cytoplasmic EGFP	Dynein cargo inh nuclear GR-EGFP	Dynein cargo inh cell count	Ins promoter up	Ins promoter up cell count	MT stabilize HCS	MT stabilize HCS Hoechst-high %	MT stabilize HCS cytotoxicity %	Yfh1-depleted yeast
25	CS(=O)(=O)NCCCNc1ccc(Cl)cc1[N+](=O)[O-]	0.94	-0.28	0.58	-1.1	0.32	951	1.1	0.9	1.2	i
26	CCCCCCc1cc2cc(C(=O)NCc3ccccc3)c(=N)oc2cc1O	-1.1	28	5	-2.1	0.48	1368	4.0	2.3	12	i
27	COc1ccc(C(=O)NCc2ccc3c(c2)cc(C)n3C)cc1OC	-1.6	-0.15	-1	0.12	-0.12	1517	1.9	3.1	2.0	i
28	CCCn1c(SCC(=O)C(C)(C)C)nc2ccccc21	-0.018	-0.15	-0.12	1.3	-0.92	1478	2.9	1.5	9.6	i
29	CC(=O)C1=C(c2ccccc2)NC(=S)NC1c1ccc(O)c(O)c1 (stereo not drawn)	1.4	-0.24	1.6	-1.5	0.11	1540	4.6	3.4	25	i

No.	Lipid droplet	Lipid droplet cells 6.5 µM	WT yeast gro inh	WT yeast gro inh mutant strain	Autophagy HCS	Autophagy HCS cell loss 18 h	HEK293 NOD2/NF-kB	bCat nuc transl	bCat nuc transl cell count 5 µM
25	.	.	5	0	i	-4	7%	.	.
26	6	698	12	9	i	3	29%	0.8	1064
27	-2	700	-26	-33	i	5	26%	5.6	883
28	2	697	8	5	i	-8	8%	-0.8	1153
29	3	652	14	-10	i	14	18%	-0.6	1017

A portion of the library; rates above refer to the full screens.
